PDI turbidity – inhibitors of human protein disulfide isomerase; inhibition, % at 10 µM; P07237; hit rate 0.052% among 350,000; PDI insulin aggregation turbidity, A650, 90 min; AID 588391;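 active = mean inhibition across replicates of 30% or more, whatever share of single replicates reach that level; inconclusive = mean inhibition below 30% while every single replicate reaches 30%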;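 also: absorbance from insulin aggregation driven by PDI reduction with DTT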
Target sequence (P07237 whole entry, looked up): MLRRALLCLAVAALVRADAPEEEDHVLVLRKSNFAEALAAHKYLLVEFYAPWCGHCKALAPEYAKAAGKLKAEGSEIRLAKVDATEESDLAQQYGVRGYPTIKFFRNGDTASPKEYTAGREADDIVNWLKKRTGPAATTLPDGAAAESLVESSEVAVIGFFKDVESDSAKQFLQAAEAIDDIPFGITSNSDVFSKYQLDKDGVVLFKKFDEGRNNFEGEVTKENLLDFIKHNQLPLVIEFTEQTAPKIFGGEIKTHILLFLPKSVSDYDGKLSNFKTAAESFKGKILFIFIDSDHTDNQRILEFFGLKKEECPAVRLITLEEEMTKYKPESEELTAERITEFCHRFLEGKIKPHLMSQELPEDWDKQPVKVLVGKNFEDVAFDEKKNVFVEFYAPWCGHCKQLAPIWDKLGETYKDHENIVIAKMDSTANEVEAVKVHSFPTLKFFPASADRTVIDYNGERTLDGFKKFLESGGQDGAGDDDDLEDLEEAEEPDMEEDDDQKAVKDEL
Peg3 prom inh – inhibitors of Peg3 promoter | hit rate 1.7% among 360,000 | inhibition, % at 20 µM | HeLa PEG-Prom luciferase reporter, luminescence, overnight;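 active = inhibition of at least 50% at 20 µM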
CaV13 FRET inh – Primary screen for inhibitors of IQ motif and Ca2+-dependent inactivation inhibitor domain binding in CACNA1D, Förster resonance energy transfer in living cells, …; inhibition, % at 12.3 µM; HEK cells, CFP/YFP FRET ICDI-IQ, plate reader, 10 min; percent FRET-ratio fall versus neutral wells; AID 743397; hit rate 0.098% among 340,000;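 active = mean replicate inhibition of at least 30% and at least 1% of replicates passing that level; inconclusive = only one of the two criteria is met; inactive = neither criterion is met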;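 also: 0% = median of the neutral control wells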
CF NFkB inh – blocks PAF-induced NF-kB reporter in cystic fibrosis cells | KKLEB NF-kB-GFP reporter, GFP fluorescence overnight | inhibition, % at 5 µM | hit rate 0.86% among 360,000 | AID 588850;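 active = at least 50% inhibition at 5 µM, scaled per plate between neutral and stimulator controls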;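 also: PAF is a Pseudomonas aeruginosa culture filtrate used as stimulus; plate controls were PAF-stimulated DMSO wells for no effect and unstimulated DMSO wells for full effect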
NR2E3 ag-1 – activates human photoreceptor nuclear receptor NR2E3 | Q9Y5X4 | GST-NR2E3/biotin-RetCOR TR-FRET, 1536-well | inhibition of corepressor binding, % at 4.78 µM | hit rate 0.12% among 320,000 | AID 2300;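 active = percent inhibition above the cutoff of mean plus 3 SD of all tested compounds, set per screening campaign, cut at about 20% in these data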;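 also: 0% = DMSO wells and 100% = biotin wells as full block of FRET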
Target sequence (Q9Y5X4 whole entry, looked up): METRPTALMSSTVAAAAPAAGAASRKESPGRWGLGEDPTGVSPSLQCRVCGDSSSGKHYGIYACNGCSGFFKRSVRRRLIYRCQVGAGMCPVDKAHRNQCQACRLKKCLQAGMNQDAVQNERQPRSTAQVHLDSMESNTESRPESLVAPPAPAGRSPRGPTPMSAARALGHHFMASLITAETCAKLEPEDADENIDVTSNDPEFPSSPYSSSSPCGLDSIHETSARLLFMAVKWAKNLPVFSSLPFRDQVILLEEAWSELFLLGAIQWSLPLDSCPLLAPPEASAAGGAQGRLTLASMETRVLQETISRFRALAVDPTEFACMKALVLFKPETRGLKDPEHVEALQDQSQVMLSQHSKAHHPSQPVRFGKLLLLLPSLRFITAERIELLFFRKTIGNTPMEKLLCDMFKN
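System: GST-NR2E3 and biotin-RetCOR proteins; probe or stimulus: 7 nM biotin-RetCOR; doses: compound at 4.8 µM, single dose; schedule: Compound–protein incubation for 5 h at 4 °C; detection: time-resolved FRET; read-out: percent inhibition; controls: biotin wells as high control, 0.6% DMSO wells as low control; format: 1536-well plates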
HIF-2a inh – inhibitors of HIF-2a | 786-0 RCC cells HIF-2a reporter, luciferase luminescence, overnight | inhibition, % at 18.8 µM | hit rate 0.72% among 360,000 | AID 624352;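 active = inhibition of the luminescence signal of 40% or more relative to plate controls, in a single-dose primary screen at 18.75 µM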
Shn3 3UTR inh – reduces Shn3 3'UTR luciferase signal in osteoblasts; Clone20 osteoblast Shn3 3'UTR firefly luciferase, 24 h; inhibition, % at 12.5 µM; hit rate 0.52% among 360,000; AID 588674;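 active = mean inhibition of at least 75% with every replicate also reaching 75%; inconclusive = mean inhibition at least 75% but some replicate below; inactive = mean inhibition below 75%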;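 also: 0% = median of neutral control wells and 100% = pilot-screen positive control compound; some compounds past the cut are filed as inactive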
KKLEB cytotox – reduces viability of KKLEB cystic fibrosis airway cells; activity change (cytotoxicity), % at 5 µM; KKLEB CF airway cells viability, ATPlite luminescence, overnight; active compounds read low; cells stimulated with P. aeruginosa culture filtrate; hit rate 0.36% among 360,000;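 active = corrected activity change at or below -50% at 5 µM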
MITF TRPM1 inh – inhibitors of MITF-driven TRPM1 promoter in melanoma cells; SK-MEL-5 TRPM1 promoter luciferase, 24 h; inhibition, % at 12.5 µM; hit rate 0.83% among 330,000;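 active = mean inhibition across replicates of 60% or more, whatever share of single replicates reaches that level; inconclusive = some that reach 60%, reason not given; inactive = mean inhibition across replicates below 60%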; also: values of inactives mirror those of a sister screen read the other way
NR2E3 ag-2 – human photoreceptor-specific nuclear receptor agonism. Q9Y5X4. CHO-S Gal4-NCOR/VP16-NR2E3 two-hybrid, luciferase. inhibition of corepressor binding, % at 3.98 µM. hit rate 0.35% among 360,000. AID 602229;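 active = inhibition above the mean of all tested compounds plus 3 SD, cut at about 70% in these data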;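 also: 0% = DMSO with NR2E3 transfected cells and 100% = cells lacking NR2E3 construct; higher means lower luciferase signal from less NR2E3 corepressor binding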
Vif imaging – HIV Vif inhibition. HEK293T cells, Vif self-association by quenched fluorescence, imaging, 24 h. inhibition, % at 7.49 µM. hit rate 0.35% among 340,000. AID 602346; in the data active = inhibition above about 50%, passing the limit was not always enough; inconclusive = no clear call, values can overlap the other calls; inactive = below about 31%; also: some results filed as inactive read as strong as hits
Starred values were filed as active, the others as inactive; i = inactive; u = inconclusive; x = not tested or not shown.

SMILES	PDI turbidity	Peg3 prom inh	CaV13 FRET inh	CF NFkB inh	NR2E3 ag-1	HIF-2a inh	Shn3 3UTR inh	KKLEB cytotox	MITF TRPM1 inh	NR2E3 ag-2	Vif imaging
CNC(=O)/C(C#N)=C/c1cccc(Oc2ccccc2)c1	1.9	-45.1	3.9	-0.4	3.1	12.8	-16.9	3.8	3.5	-31.0	-1.3
COc1cccc(OC)c1Nc1nc(C)nc2c1nnn2Cc1ccccc1Cl	5.5	13.8	-2.1	10.3	-5.1	21.9	15.3	4.5	21.7	-11.6	-4.4
COc1ccccc1-c1ccc2c(c1)C(C)(Cc1ccc(Cl)c(Cl)c1)C(=O)N2 (configuration not stated)	4.2	13.7	-6.3	37.6	x	-20.6	-22.4	2.1	x	-30.2	-14.6
O=C(c1ccco1)N1CCN(C(=O)c2ccccc2OCc2ccccc2)CC1	-4.8	13.0	-10.1	18.2	x	8.3	1.0	-5.8	8.0	6.3	-2.5
COc1ccc(Cc2nnc(N/N=C/c3ccc(C)o3)[nH]c2=O)cc1	-6.0	-4.3	-2.9	-6.6	5.3	9.5	-18.3	3.8	8.7	5.2	x
CCc1cc(=O)oc2c(C)c(OC(C)C(=O)N3CCC[C@@H]3C(=O)O)ccc12 (some centres not stated)	x	13.7	x	-0.9	0.8	3.7	-6.5	6.5	6.5	-17.7	-7.8
CC(C(=O)Nc1ccc2c(c1)OCCO2)c1ccc([N+](=O)[O-])cc1 (configuration not stated)	7.6	26.7	-5.1	-23.5	3.9	13.9	10.1	15.9	-3.5	-0.6	2.1
O=C(CSc1ncn[nH]1)Nc1ccc(S(=O)(=O)N2CCCC2)cc1	7.7	8.1	-2.5	-9.5	-4.1	11.8	-11.8	4.7	1.2	-12.4	-3.1
COc1ccc(OCc2cc(C(=O)N(C)CC3CCCCO3)no2)c(Cl)c1 (configuration not stated)	-2.7	-120.6	-5.3	7.5	4.5	-157.6	-19.9	-11.1	-44.0	-57.9	-7.9
CN1C(=O)c2ccc(NC(=O)C3CCCCC3)cc2C1=O	-5.5	1.7	-10.4	-7.7	-0.4	-8.6	-12.2	-7.9	-5.8	-1.0	-0.2
O=C(O/N=C\c1ccc(N2CCCCC2)c([N+](=O)[O-])c1)c1c(F)cccc1F	-2.9	-29.3	-5.3	14.1	2.1	-43.3	-5.8	-4.0	-0.9	-16.4	-4.8
CCOC(=O)c1c(NC(=O)CNCC(O)CO)sc(C)c1C (configuration not stated)	4.9	11.6	x	-4.7	1.1	5.6	4.1	-0.5	2.5	-23.4	3.3
COc1ccc(OC)c(NC(=O)CN(c2ccc(C)cc2)S(=O)(=O)c2c(C)noc2C)c1	11.7	29.9	1.5	20.2	-0.2	9.1	7.4	-3.9	1.9	-18.3	-6.4
CCC1(CC)NC(=O)N(CC(=O)OCC(=O)Nc2ccc(C(F)(F)F)cc2)C1=O	-0.8	2.3	-4.6	0.3	-0.3	-8.1	2.3	-6.7	2.0	0.9	17.0
Cc1cccc(C(=O)Nc2nnc(SCC(=O)NCc3ccco3)s2)c1	10.1	-167.7	-5.5	-10.2	1.5	-134.4	-39.8	-4.5	-35.0	-16.1	1.5
C=C(C)CNC(=S)NNC(=O)CCn1c2cc(Cl)ccc2c2ccc(Cl)cc21	1.0	20.0	-16.5	-0.5	-2.4	-13.0	-15.4	5.9	-6.9	-9.4	-3.6
CC(=O)c1sc(NCc2ccc(C)cc2)nc1C	-21.5	-223.9	-3.2	8.9	-1.5	-209.6	-76.1	-22.9	-86.9	-93.7	17.5
Cc1cccc2sc(N(CCCN(C)C)C(=O)c3sc4ccccc4c3Cl)nc12	1.9	-21.8	-5.6	2.5	5.8	10.3	-6.1	-15.3	1.5	-6.6	-10.2
CCCS(=O)(=O)c1cnc(C2COc3ccccc3O2)nc1N (configuration not stated)	10.5	87.8*	-4.8	-4.1	1.0	81.2*	62.9	-8.1	72.3*	55.8	79.9*
O=c1[nH]c2cc3c(cc2cc1CN(Cc1cccnc1)Cc1nnnn1Cc1ccco1)OCCO3	0.8	13.9	-7.1	4.6	3.9	-5.9	-0.1	4.7	13.5	-5.9	x
CSc1nc2c(c(=O)[nH]1)C(c1ccc(Br)cc1)CC(=O)N2 (configuration not stated)	-2.3	8.9	-6.3	6.2	-2.1	5.1	-3.6	3.2	-0.4	-31.8	13.5
COc1ccc(N2CCN(C(=O)Cn3nnc(-c4ccc(OC)c(OC)c4)n3)CC2)cc1	-4.5	1.9	-8.5	-20.8	-0.5	4.4	9.8	4.1	14.4	-14.3	-0.9
COc1ccc(CN2CCC(c3nc4ccc(Cl)cc4[nH]3)CC2)cc1	-4.9	17.7	3.3	0.1	0.9	11.8	1.5	-10.5	-11.3	-1.6	10.5
CCOc1cc(C2NC(=O)c3ccccc3O2)ccc1OC(C)C (configuration not stated)	-7.9	5.3	-2.5	5.6	-0.9	2.1	-0.8	-10.7	2.5	1.3	2.5
CCN1CCN(CC(=O)Nc2cc(S(=O)(=O)N3CCCCC3)ccc2Cl)CC1	-1.2	9.7	-7.0	-9.9	x	4.7	6.8	0.7	-0.1	-4.4	-9.7
CCN1C(=NCC(C)C)N[C@@H](CCc2ccccc2)[C@H](C(=O)NCC(C)C)[C@H]1C	0.9	-2.1	x	-30.0	4.6	11.1	11.5	20.9	2.2	-10.2	x
CCOc1cccc(CNCCO)c1OCc1ccc(Cl)cc1Cl	-0.1	19.4	-4.6	5.4	-1.5	23.0	9.3	-4.7	-18.5	7.9	-0.8
CCC(CC)CN1CCC(CN2C(=S)NC[C@@H]2CC(C)C)CC1	-0.6	2.8	x	21.6	x	0.8	1.4	-8.3	-8.9	-1.2	x
CC(C)(C)c1ccc(/C=C2\Oc3c(ccc(O)c3CN3CCN(CCO)CC3)C2=O)cc1	8.3	-12.5	-22.3	21.1	4.2	10.2	7.6	5.9	-12.1	13.0	2.0
CN(CC(=O)NC1CCCCC1)S(=O)(=O)c1cccc2nsnc12	27.7	14.5	-4.9	-6.9	0.3	-4.7	-24.7	3.6	3.7	1.8	12.0
COc1cc(Cl)c(CN2CCCC(CO)(Cc3cccc(Cl)c3)C2)cc1OC (configuration not stated)	-3.0	13.4	-21.5	10.0	3.3	14.7	-2.2	-1.9	5.9	10.6	0.1
CCOC(=O)c1cnc2c(ccc3ccccc32)c1NCCN(C)C	-10.9	-61.9	-9.4	-14.7	1.4	-218.4	-3.2	-6.7	-28.8	-21.8	-6.2
COc1ccc(/C=N/NC(=O)CSc2ccccn2)cc1OC	-7.0	-61.2	-4.6	18.7	0.7	-84.1	x	1.2	-20.1	-17.5	-1.3
CCN(CC)S(=O)(=O)c1cccc(C(=O)N/N=C2\CC(=O)CC(C)(C)C2)c1	-5.5	5.4	-41.3	-4.9	-4.2	16.4	-3.1	-0.1	-5.7	-17.5	-1.9
CN(C1CC(C)(C)N(O)C(C)(C)C1)S(=O)(=O)CC12CCC(CC1=O)C2(C)C (configuration not stated)	-2.4	11.7	-2.5	-9.6	6.0	13.9	4.0	8.0	8.9	7.1	2.2
CC(C)(CN1CCN(Cc2ccccc2)CC1)NS(=O)(=O)c1ccccc1	4.4	16.8	-3.8	-3.8	1.6	-7.6	-8.5	4.7	5.9	21.7	-3.4
COc1ccccc1N1CCN(C(=O)c2oc3c(c2C)C(=O)CC(C)(C)C3)CC1	3.8	40.7	-6.8	-14.2	3.3	2.2	10.8	-6.9	-0.8	-10.7	4.6
Cc1ccc(-c2cc(C(=O)NCC3CCCO3)c3ccccc3n2)cc1C (configuration not stated)	5.8	8.0	-2.4	2.7	-2.2	9.9	-10.8	8.9	-7.7	-14.7	-10.2
Nc1nonc1-n1nnc(C(=O)N/N=C/c2cccc(Cl)c2Cl)c1CN1CCCC1	-24.2	6.2	-3.9	13.6	3.8	6.6	37.5	2.9	4.4	-18.6	14.8
C=CCNS(=O)(=O)c1sccc1/C=N/O	1.4	-8.4	-4.0	-3.4	1.4	12.0	-18.7	17.1	0.5	7.7	12.0

Look-ups from above:
Value for CCN(CC)S(=O)(=O)c1cccc(C(=O)N/N=C2\CC(=O)CC(C)(C)C2)c1 in HIF-2a inh: 16.4
Value for C=CCNS(=O)(=O)c1sccc1/C=N/O in Peg3 prom inh: -8.4

Later entries.
SMILES	PDI turbidity	Peg3 prom inh	CaV13 FRET inh	CF NFkB inh	NR2E3 ag-1	HIF-2a inh	Shn3 3UTR inh	KKLEB cytotox	MITF TRPM1 inh	NR2E3 ag-2	Vif imaging
CN(C)c1ccc(C=NCC2(O)CCOC(C)(C)C2)cc1 (configuration not stated)	1.6	4.4	x	-7.4	0.5	5.6	-24.0	4.2	-1.4	7.2	2.3
NS(=O)(=O)c1ccc(CCNC(=O)c2ccccc2OCc2ccc(F)cc2)cc1	1.2	-7.7	-1.9	2.9	5.0	17.1	-0.5	4.9	11.2	2.9	10.3
CCCCOC(=O)c1ccc(NC(=O)c2c(OC)cccc2OC)cc1	-4.2	-3.4	-5.4	17.4	0.4	7.1	31.0	-18.7	8.5	-14.4	2.5
CC(=O)Nc1ccc(NC(=O)CSc2nnnn2-c2ccccc2F)cc1	-3.7	-34.5	-4.5	8.9	0.3	-48.8	-18.0	-4.4	-15.3	8.0	2.1
O=C(CCc1ccc(S(=O)(=O)NC2CCCCC2)cc1)Nc1ccccc1	10.4	4.2	-0.5	5.0	-0.6	-1.8	14.1	-2.0	5.7	3.0	-5.0
O=C(c1cnc(-c2ccccc2)s1)c1ccc(Cl)cc1Cl	6.4	-42.8	-5.2	-34.9	0.0	-123.5	-19.4	-10.5	i	-19.3	-5.5
CCN(CC)S(=O)(=O)c1cc(OC)c(Cl)cc1OC	0.4	15.9	-4.2	-3.5	0.3	7.3	13.1	1.4	2.6	-30.6	-0.2
Cc1cccc(NC(=O)c2cc(-c3c(C)cc(C)cc3O)n[nH]2)c1	-1.7	-72.6	-15.2	-6.6	-0.3	-144.1	-26.3	12.5	-46.2	-43.6	4.6
CC(C)N1C(=O)C2C(C(=O)NC3CCCCC3)C3C=CC2(O3)C1C(=O)NC1CCCCC1 (configuration not stated)	2.0	-1.5	x	2.2	2.2	9.4	4.8	-0.4	22.6	-17.3	-7.8
CC1(C)CC2(CCO1)OC(=O)CC2C(=O)NCc1ccccc1 (configuration not stated)	-5.3	12.9	-7.6	-18.6	1.6	11.6	-2.3	10.6	7.2	-27.4	2.9
C=CCOc1nc2c(c(=O)n(C)c(=O)n2C)n1Cc1ccccc1Cl	0.2	6.7	-4.6	-1.9	5.0	5.4	u	-3.8	4.0	12.7	-9.3

Screens from PubChem.
